High-throughput results (PubChem)
WRN helicase inh = blocks human WRN helicase; Q14191; WRN helicase unwinding, fluorescent forked duplex, kinetic; Potency, µM (doses to about 114 µM), inactives show at the highest dose activity change, negative = inhibition, usual class: inhibitors; 360,000 tested, 0.46% active; AID 651768; further: potency means the concentration at half of the fitted maximal effect; on the % scale 0 is the no-effect control and ±100 the full control effect; nearly all actives have a fitted effect of over 55% in size
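Fluorescence dequenching readout, ex 525 nm/em 598 nm, kinetic mode: forked duplex DNA (100 nM final) with adjacent fluorophore and quencher unwound by WRN (20 nM final) with 2 mM ATP. Compound preincubation 15 min, room temperature.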
IL2 activator = activates IL-2 in a cell-based reporter assay; IL-2 activation reporter assay, cell-based qHTS; stimulated with anti-CD3/CD4/CD28 beads; in transgenic mouse T cells; activation, % (series mostly up to about 46 µM); 360,000 tested, 0.065% active; AID 652025; in the data active means activation above about 50%; inconclusive means mostly about 30% to 49%; further: 0% is about no effect
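Readout is EGFP and DsRed signal by fluorescent plate cytometry after 18 h at 37 degrees C. Transgenic mouse T cells (750/well) received compound for 60 min before bead stimulation (anti-CD3, anti-CD4, anti-CD28); memory T cells served as non-tolerant control.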
PI5P4Ka inh = blocks human PI5P4K alpha kinase activity; P48426; PI5P4Kalpha enzyme, ADP-Glo luminescence, 60 min; stronger effect = lower value; max response, %; 330,000 tested, 1.2% active; AID 652105; active means max response of -50% or lower; inconclusive means between -30% and -50%; inactive means -30% or higher; further: value at the top dose of about 77 µM; on the % scale 0 is the no-effect control and ±100 the full control effect
Target sequence (P48426 whole entry, looked up): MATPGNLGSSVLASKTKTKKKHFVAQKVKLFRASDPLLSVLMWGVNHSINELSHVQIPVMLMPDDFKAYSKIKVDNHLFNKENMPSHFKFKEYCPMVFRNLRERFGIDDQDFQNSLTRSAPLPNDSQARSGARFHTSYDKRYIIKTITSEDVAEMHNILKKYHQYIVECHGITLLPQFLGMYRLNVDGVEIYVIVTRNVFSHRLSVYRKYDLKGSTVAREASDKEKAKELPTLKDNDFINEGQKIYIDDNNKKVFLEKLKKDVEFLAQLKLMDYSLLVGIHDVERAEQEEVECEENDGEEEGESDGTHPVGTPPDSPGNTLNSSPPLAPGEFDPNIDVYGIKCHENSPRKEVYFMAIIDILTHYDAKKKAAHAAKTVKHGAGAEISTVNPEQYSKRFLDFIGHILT
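ADP-Glo luminescence end-point read after a 60 min room-temperature kinase reaction of PI5P4Kalpha plus substrate, initiated with ATP at 5 microM final. Buffer: 0.038 M HEPES pH 7.4, EGTA, 0.1% CHAPS, 5% DMSO.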
Abeta rescue = A-beta toxicity reversal in yeast; yeast expressing A-beta42, growth rescue, OD600, 48 h; response scale: 0% DMSO, 100% iron-clioquinol control; Potency, µM (series often up to 46.1 µM), for inactives: at the top dose growth rescue, most hits filed as activators; 410,000 tested, 0.063% active; further: potency means the concentration at half of the fitted maximal effect; nearly all actives have a fitted effect of over 55% in size
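Yeast growth medium received pinned compounds, then yeast cells expressing toxic A-beta were added; plates incubated at 30 C for 48 hr. Growth read as absorbance at 600 nm, normalized to DMSO and equimolar FeCl3 plus clioquinol controls.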
aSyn rescue = inhibitors of alpha-synuclein toxicity in yeast. 370,000 tested, 0.14% active. Potency, µM (highest dose often 46.1 µM), inactives show top-dose growth rescue (activation), most hits filed as activators. Yeast expressing alpha-synuclein, growth rescue, BacTiter-Glo, 24 h; further: potency means the concentration at half of the fitted maximal effect; % of control where 0% means no effect; nearly all actives have a fitted effect of over 65% in size
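Screening used galactose-induced yeast with toxic alpha-synuclein levels, exposed to compound for 24 hr at 30 deg C. Cell growth, read with BacTiter-Glo luminescence, gave the measured signal.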
PLK1 PBD inh = inhibitors of human PLK1 polo-box domain binding; P53350; Plk1 PBD binding of FITC phosphopeptide, fluorescence polarization; Potency, µM, without a hit: max response, negative = inhibition, actives largely listed as inhibitors; 360,000 tested, 2.8% active; AID 720504; further: potency means the concentration at half of the fitted maximal effect; series mostly up to about 57 µM; on the % scale 0 is the no-effect control and ±100 the full control effect; nearly all actives have a fitted effect of over 65% in size
Target sequence (P53350 whole entry, looked up, the tested form may be a part): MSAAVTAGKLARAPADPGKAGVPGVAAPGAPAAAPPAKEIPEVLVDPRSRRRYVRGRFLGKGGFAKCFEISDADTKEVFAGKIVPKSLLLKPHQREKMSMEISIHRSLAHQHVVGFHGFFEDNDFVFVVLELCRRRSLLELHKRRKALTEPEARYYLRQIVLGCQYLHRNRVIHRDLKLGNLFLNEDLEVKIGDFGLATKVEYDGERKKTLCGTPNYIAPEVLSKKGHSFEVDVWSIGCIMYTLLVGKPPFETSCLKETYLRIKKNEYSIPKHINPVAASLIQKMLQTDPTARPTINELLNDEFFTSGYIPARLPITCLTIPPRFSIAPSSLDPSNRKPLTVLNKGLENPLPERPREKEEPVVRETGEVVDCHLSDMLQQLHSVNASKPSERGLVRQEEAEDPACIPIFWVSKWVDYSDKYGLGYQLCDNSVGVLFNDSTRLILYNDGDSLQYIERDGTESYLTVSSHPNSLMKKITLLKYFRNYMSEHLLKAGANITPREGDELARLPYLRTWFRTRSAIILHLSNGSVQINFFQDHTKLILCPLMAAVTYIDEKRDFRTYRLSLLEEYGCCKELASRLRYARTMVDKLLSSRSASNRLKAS
EPAC1 antag = blocks human EPAC1 exchange factor. AID 720709. 360,000 tested, 0.14% active. EPAC1 GEF assay, Rap1b-BODIPY-GDP exchange fluorescence. O95398. Potency, µM (top dose mostly 115 µM), inactives show top-dose activity change, negative = inhibition, actives largely listed as inhibitors;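 further: potency means the concentration at half of the fitted maximal effect; plate controls were vehicle for no effect and positive control for full effect; nearly all actives have a fitted effect of over 50% in size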
EPAC1 ag = EPAC1 (human) agonism; O95398; EPAC1 agonist qHTS, biochemical assay; response scale: 100% = response to 6.5 mM cAMP; Potency, µM (series often up to 154 µM), for inactives: at the highest dose activation, actives largely listed as activators; 360,000 tested, 0.073% active; further: potency means the concentration at half of the fitted maximal effect; nearly all actives have a fitted effect of over 60% in size
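Multi-concentration qHTS readout: loss of Rap1B-bound BODIPY-GDP fluorescence driven by 100 nM EPAC1 with excess GDP (50 uM), monitored kinetically at room temperature; agonist response expressed relative to 6.5 mM cAMP.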
FUS yeast rescue = suppressors of FUS proteinopathy in yeast | Potency, µM (series often up to 76.6 µM), for inactives: at the top dose growth rescue (activation), hits mostly activators | 390,000 tested, 0.24% active | S. cerevisiae FUS-expressing, growth rescue, OD600, 24 h;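 further: potency means the concentration at half of the fitted maximal effect; plate controls were DMSO vehicle for no effect and reference control for full effect; nearly all actives have a fitted effect of over 55% in size; some results filed as inactive show a strong effect at the top dose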
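FUS-expressing yeast, raffinose-pregrown, induced in 2% galactose minimal medium at OD 0.005; compounds in a dilution series, 24hr at 30C. Growth restoration read as absorbance at 600 nm. CP55940 positive control, DMSO negative.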
* hit, by the source's call; ? = inconclusive; · = no result given; [ ] = remark or other dose. Unless noted, the call rests on the fitted dose curve; in most records, active means well fitted curve in the direction sought with a large enough effect; inconclusive means small, poorly fitted or top-dose-only effect, or another doubt; inactive means no such curve, though single readings can be large; an effect the other way counts as inactive or inconclusive.

SMILES | WRN helicase inh | IL2 activator | PI5P4Ka inh | Abeta rescue | aSyn rescue | PLK1 PBD inh | EPAC1 antag | EPAC1 ag | FUS yeast rescue
COc1ccc(NC(=O)COC(=O)C(CC(C)C)N2C(=O)C3CC=CCC3C2=O)cc1Cl (stereo not given) | 8% | -3.4 | -3 | 13% | 0% | -3% | -12% | 8% | 9%
CN(C)c1cccc(-c2nnc(SCCCC#N)o2)c1 | -11% | -0.6 | · | -10% | 1% | -8% | 7% | 13% | 18%
c1ccc(OCCCN2CCCC2)cc1 | 5% | -3.7 | · | 2% | 4% | -3% | -12% | 0% | 4%
COc1cccc(C2c3[nH]c4ccccc4c3CCN2Cc2cnn(C)c2)c1 (stereo not given) | 1% | -0.2 | 5 | -6% | -1% | -6% | -7% | 9% | -12%
CCCn1c(SCC(=O)Nc2nc3c(s2)CCCC3)nc2c1c(=O)n(C)c(=O)n2C | -3% | 0.5 | 1 | 7% | · | -6% | -16% | 0% | -5%
CN(c1ccccc1)c1ncnc2c1ncn2C | -6% | 0.0 | -9 | -5% | 8% | 5% | -4% | 0% | -7%
COc1ccccc1N(CC(O)COc1ccc(C)cc1)S(=O)(=O)c1ccccc1 (stereo not given) | -19% | -2.7 | 1 | 3% | ? | -9% | -14% | 10% | ·
COc1cccc(NC(=O)CN(C)C(=O)C2CCN(C(=O)c3ccccc3C)CC2)c1 | -9% | -0.3 | 3 | 1% | 2% | -8% | -10% | -13% | 20%
CN1CCC(N(C)C(=O)c2ccc(Cl)c(S(=O)(=O)N3CCCCC3)c2)CC1 | 1% | 0.2 | 7 | -4% | 3% | 2% | -24% | 4% | -3%
Cc1cccc(CC(=O)N2CCOCC2)c1 | 4% | -2.0 | -3 | -3% | -2% | -14% | -1% | 3% | -26%
C=CCn1c(SCC(=O)NCc2ccco2)nc2ccccc2c1=O | -14% | 1.1 | -1 | -14% | 8% | -5% | 12% | 8% | -8%
COc1ccc(NS(=O)(=O)c2c(F)cccc2F)cc1S(=O)(=O)N1CCOCC1 | -14% | -0.6 | ? | -2% | -1% | -8% | 2% | 4% | ·
CNS(=O)(=O)c1ccc(C(=O)NCC(=O)NCCc2ccc3c(c2)OCCO3)cc1 | 4% | 0.9 | 0 | 13% | -8% | -28% | -1% | 20% | 6%
CCN(C(=O)COC(=O)c1cc(OC)ccc1Br)C1CCS(=O)(=O)C1 (stereo not given) | 3% | 0.5 | -1 | -1% | 3% | -10% | -4% | -5% | 5%
CC(C)(C)OC(=O)C[C@H]1C/C=C\C[C@@H](CC(=O)N(CCO)Cc2ccccc2)C(=O)NC[C@@H](c2ccccc2)OC1=O | 5% | -0.7 | 1 | 1% | -3% | 4% | -1% | -3% | ?
CCn1c(SCC(=O)NNC(=O)Cc2ccccc2)nnc1-c1ccccc1 | -2% | 0.7 | · | 11% | 2% | 1% | -2% | -6% | 12%
COC(=O)[C@@]1(Sc2ccccc2)CC(=O)N[C@@H]1c1ccccc1 | 1% | 4.1 | -6 | 4% | 2% | -9% | 8% | -9% | -14%
O=C(O)c1ccc(CN2C(=O)c3cccc4c([N+](=O)[O-])ccc(c34)C2=O)cc1 | 8% | -0.3 | -5 | 0% | -1% | ? | 3% | 12% | -4%
Cc1ccc(NC(=O)CCCc2nc3ccccc3s2)c(O)c1 | 1%[57.1 µM] | -1.7 | -3 | 23% | 14% | -1% | ? | 8% | 12%
Oc1ccccc1C(=S)N1CCCCC1 | 6% | 0.3 | -14 | 13% | 1% | 27µM* | 5% | 2% | 10%
CCCCn1cnc2c(SCc3ccc(Cl)cc3)nc(N)nc21 | 1% | -0.3 | 1 | 22% | 1% | -11% | -9% | -1% | 9%
OCCN1CCOCCOc2ccccc2OCCOCC1 | -15% | 0.5 | 1 | -8% | 1% | -5% | -2% | 5% | -18%
CCOc1ccc(NC(=O)C(=O)NCCN2CCN(S(=O)(=O)c3ccc(C)cc3)CC2)cc1 | 5% | 3.4 | 0 | 0% | 2% | -5% | -13% | -2% | 3%
COc1ccc(OC)c(NC(=O)CN(C)CCOc2ccc(Br)cc2)c1 | -8% | -3.2 | 19 | -1% | 0% | -7% | ? | 16% | -13%
CCOC(=O)c1c(/N=C/c2cc(OC)cc([N+](=O)[O-])c2O)sc(C)c1C | -23%[57.1 µM] | 0.2 | -17 | -38%[inhibitor] | 19% | -5% | -8% | 5% | -1%
Cc1nc(S(=O)(=O)c2ccc(Cl)cc2)c(N(C)C)o1 | -7% | -0.3 | 5 | · | 2% | -15% | 0% | 10% | -18%
Cc1ccn2c(=O)nc(SCC(=O)NCCc3ccccc3)nc2c1 | -4% | -3.9 | -6 | 5% | 0% | -3% | 9% | 1% | 23%
CC(C)CCN(C(=S)NC(=O)C1CCCCC1)c1c(N)n(Cc2ccccc2)c(=O)[nH]c1=O | -1% | -5.4 | 3 | -23% | -3% | ? | -12% | -20% | 1%
Cc1ccc(N/N=C/c2ccncc2)cc1 | -11% | -0.1 | 1 | 16% | 7% | -15% | 6% | 6% | -20%
COc1ccc(NC(=O)c2cc(-c3ccncc3)nc3ccc(Br)cc23)cc1OC | 0% | -3.0 | -1 | 3% | -10% | 5% | -5% | 3% | ?
O=C(NC1CCCC1)N[C@@H]1C=C[C@@H](CC(=O)N2CCOCC2)O[C@@H]1CO | 2% | 0.1 | -6 | 6% | 3% | -14% | -3% | -2% | -4%
CC(C)OC(=O)Cn1nnc(-c2ccccc2)n1 | 4% | -1.2 | 1 | 8% | 1% | -1% | 9% | -3% | 7%
N#CCCCn1c(=O)oc2ccccc21 | -34%[57.1 µM] | 0.9 | -16 | -22% | -4% | -22% | -20% | 6% | -33%
Cc1ccccc1NC(=O)/C=C/c1cccs1 | -13% | -1.2 | -2 | -8% | 5% | 1% | -7% | -6% | -14%
COc1ccc2nc3oc(C(=O)Nc4ccc(OC)c(OC)c4)cc3cc2c1 | -14% | -0.6 | 2 | 5% | 2% | 2% | 11% | -7% | 17%
COc1ccc(N2CCN(C(=O)CSc3nnnn3C3CC3)CC2)cc1 | 2% | 0.6 | -7 | 7% | -5% | -2% | -2% | -6% | -8%

6 of the entries above in order of their number in EPAC1 ag, lowest first.
Compound	WRN helicase inh	PI5P4Ka inh	PLK1 PBD inh	EPAC1 antag	EPAC1 ag	FUS yeast rescue
CC(C)CCN(C(=S)NC(=O)C1CCCCC1)c1c(N)n(Cc2ccccc2)c(=O)[nH]c1=O	-1%	3	?	-12%	-20%	1%
COc1ccc2nc3oc(C(=O)Nc4ccc(OC)c(OC)c4)cc3cc2c1	-14%	2	2%	11%	-7%	17%
COc1ccc(N2CCN(C(=O)CSc3nnnn3C3CC3)CC2)cc1	2%	-7	-2%	-2%	-6%	-8%
O=C(NC1CCCC1)N[C@@H]1C=C[C@@H](CC(=O)N2CCOCC2)O[C@@H]1CO	2%	-6	-14%	-3%	-2%	-4%
CCOC(=O)c1c(/N=C/c2cc(OC)cc([N+](=O)[O-])c2O)sc(C)c1C	-23%[57.1 µM]	-17	-5%	-8%	5%	-1%
N#CCCCn1c(=O)oc2ccccc21	-34%[57.1 µM]	-16	-22%	-20%	6%	-33%

Next section:
SMILES | WRN helicase inh | IL2 activator | PI5P4Ka inh | Abeta rescue | aSyn rescue | PLK1 PBD inh | EPAC1 antag | EPAC1 ag | FUS yeast rescue
COc1ccc(C(=O)/C=C/c2ccc(OC)c(O)c2)c(F)c1 | -15% | -3.4 | -8 | -19% | -4% | -11% | ? | -2% | ·
Cc1ccccc1NC(=O)NCCCN1CCCC1=O | -3% | 0.9 | 3 | -6% | 1% | -4% | -14% | 10% | 3%
COc1ccc(N2CC(C(=O)Nc3nnc(SCc4ccccn4)s3)CC2=O)cc1 (stereo not given) | -32%[57.1 µM] | 0.0 | ? | 23% | 0% | -12% | 24% | 5% | ?
CC(=O)Nc1nc(C)c(Oc2ccc(Cl)cc2)c(=O)[nH]1 | -4% | -3.6 | -2 | 6% | 0% | -4% | 6% | 7% | -6%
Cc1c(C(=O)OC(C)C)sc(N)c1C(=O)OC(C)C | -7% | 2.3 | 0 | -3% | 9% | -23% | -26% | 2% | 12%
O=C(O)Cc1ccc(O)c(F)c1 | 1% | -0.4 | -2 | -6% | 1% | 2% | 4% | -17% | -37%
COc1ccccc1NC(=O)c1sc2ncn(Cc3ccccc3C)c(=O)c2c1C | -6% | -0.3 | · | 6% | 2% | 1% | 9% | -1% | 25%
COC(=O)c1c(NC(=O)C(=O)N2CCOCC2)sc2c1CCCC2 | 1% | -2.4 | 8 | -23% | 11% | -11% | -17% | 12% | 44%
O=C(/C=C/c1cccc(Cl)c1)NCCc1ccccc1 | -25% | 1.4 | -1 | -5% | -4% | -8% | -9% | 11% | ·
O=C(CSCc1ccccc1)NCCCN1CCOCC1 | -5% | 0.5 | -1 | 4% | 1% | -22% | -12% | -5% | 19%
Cc1ccc(S(=O)(=O)N2CCN(CC(=O)N/N=C/c3ccco3)CC2)cc1 | -12% | -0.3 | 9 | 6% | 4% | -5% | -1% | 0% | ·
CC12CCCC(=O)C1CCC(=Cc1ccco1)C2=O (stereo not given) | 4% | -0.1 | -4 | 11% | 3% | -16% | 5% | 11% | -21%
CCN=C1S/C(=C\c2ccc(Sc3ccc(Cl)cc3)o2)C(=O)N1CC | 0% | 2.6 | 8 | -5% | 5% | -15% | 13% | -1% | -8%
C/C(=N/OC(=O)c1cccc(Cl)c1)c1nccs1 | 4% | 1.3 | 1 | -3% | · | -11% | -1% | 4% | -19%

Three compounds from above, arranged by number of heavy atoms, low to high.
SMILES | WRN helicase inh | IL2 activator | PI5P4Ka inh | Abeta rescue | aSyn rescue | PLK1 PBD inh | EPAC1 antag | EPAC1 ag | FUS yeast rescue
O=C(CSCc1ccccc1)NCCCN1CCOCC1 | -5% | 0.5 | -1 | 4% | 1% | -22% | -12% | -5% | 19%
COC(=O)c1c(NC(=O)C(=O)N2CCOCC2)sc2c1CCCC2 | 1% | -2.4 | 8 | -23% | 11% | -11% | -17% | 12% | 44%
COc1ccc(N2CC(C(=O)Nc3nnc(SCc4ccccn4)s3)CC2=O)cc1 (stereo not given) | -32%[57.1 µM] | 0.0 | ? | 23% | 0% | -12% | 24% | 5% | ?
